ELG1 genotox: genotoxicity induction in ELG1-luciferase HEK293T cells | Potency, µM (top dose mostly 46 µM), for the others: top-dose activity change, positive = activation, most hits filed as activators | 330,000 compounds, 1.3% hits | HEK293T ELG1-luciferase reporter, luminescence, 16 h; note: potency is the fitted concentration of half-maximal effect; % of control where 0% means no effect; nearly all actives have a fitted effect of over 60% in size
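Cells (2,000/well) expressing the ELG1-luciferase fusion are dosed by pin tool and kept 16 hr at 37 °C, 5% CO2. Signal comes from ONE-Glo luciferase reagent after 30 min at room temperature.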
BRCA1 expr up: BRCA1 expression activation; MCF7-BRCA1-FFLuc reporter, luminescence, 48 h; response scale: scaled: vehicle 0%, 10 µM genistein 100%; Potency, µM (highest dose often 46.1 µM), without a hit: at the highest dose activation, hits mostly activators; 380,000 compounds, 1.1% hits; AID 624202; note: potency is the fitted concentration of half-maximal effect; nearly all actives have a fitted effect of over 80% in size; some results filed as inactive show a strong effect at the top dose
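MCF7 cells carrying a BRCA1-firefly luciferase reporter (2000 cells/well, phenol-red free MEM) were attached for 2 h at 37 °C, then given compounds for 48 h. Luminescence was read 15 min after luciferase reagent; activity normalized to genistein (10 microM) and DMSO.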
USP2a inh: USP2a (human) protease inhibition; O75604; 330,000 compounds, 0.01% hits; USP2 core, Ub-CHOP2 coupled fluorogenic reporter, 485/531; Potency, µM (doses to about 38.3 µM), for inactives: at the highest dose activity change, negative = inhibition, actives largely listed as inhibitors;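 note: potency is the fitted concentration of half-maximal effect; plate controls were DMSO wells for no effect and full inhibition by NEM control for full effect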
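Cell-free coupled assay: 10nM USP2 core preincubated 30min RT with compound in Tris-HCl pH 8.0/CaCl2/CHAPS buffer, then 25nM Ub-CHOP2 and 25nM reporter substrate; fluorescence (Ex 485/Em 531) read after 60min RT, normalized to NEM inhibition, concentration-response curves fitted.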
Eya2 inh: Eya2 (human) phosphatase inhibition; recombinant Eya2, OMFP fluorescence dephosphorylation (OMFP is methylfluorescein phosphate); Potency, µM (titrated, usually from 76.9 µM), for inactives: at the top dose activity, negative = inhibition, hits mostly inhibitors; 330,000 compounds, 0.006% hits; note: potency is the fitted concentration of half-maximal effect; % is set by controls: 0 for no effect and ±100 for the full control effect
Target sequence (O00167 whole entry, looked up): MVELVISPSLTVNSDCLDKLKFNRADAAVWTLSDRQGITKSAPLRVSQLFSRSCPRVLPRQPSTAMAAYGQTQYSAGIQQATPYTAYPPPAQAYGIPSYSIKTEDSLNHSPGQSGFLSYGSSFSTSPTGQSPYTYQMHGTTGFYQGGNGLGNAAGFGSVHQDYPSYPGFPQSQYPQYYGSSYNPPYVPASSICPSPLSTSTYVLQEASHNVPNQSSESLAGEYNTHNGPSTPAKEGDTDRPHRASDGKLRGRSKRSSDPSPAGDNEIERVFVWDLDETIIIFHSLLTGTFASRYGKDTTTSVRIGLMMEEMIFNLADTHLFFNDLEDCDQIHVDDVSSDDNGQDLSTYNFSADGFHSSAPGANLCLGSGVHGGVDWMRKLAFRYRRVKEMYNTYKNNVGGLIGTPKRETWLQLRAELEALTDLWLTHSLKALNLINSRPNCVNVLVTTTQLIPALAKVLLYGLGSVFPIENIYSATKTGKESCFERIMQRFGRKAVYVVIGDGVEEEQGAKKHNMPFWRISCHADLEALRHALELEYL
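Eya2 protein (added as 0.2 uM solution) was preincubated with compound for 10 min at ambient temperature in 50 mM HEPES pH 7.5, 50 mM NaCl, 5 uM MgCl2, 0.05% BSA, 1 mM DTT. OMFP (added at 50 uM) then reacted 10 min; fluorescence read at 485/525 nm.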
B2AR arrestin: recruits beta-arrestin to the human beta2-adrenergic receptor; P07550; beta-arrestin recruitment to beta2AR, cell-based reporter; Potency, µM (titrated, usually from 46.1 µM), for the others: at the highest dose activation, hits mostly activators; 330,000 compounds, 0.02% hits;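 note: potency is the fitted concentration of half-maximal effect; 0% = DMSO controls and full agonism = EC100 isoproterenol or metaproterenol; nearly all actives have a fitted effect of over 65% in size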
PTAP TSG101 blk: blocks PTAP/TSG101 interaction to inhibit HIV-1 budding; 340,000 tested, under 10 active; Potency, µM (doses to about 115 µM), for the others: at the highest dose activity change, negative = inhibition, most hits filed as inhibitors; AID 493005; Fluorescence polarization, FITC-PTAP peptide / Tsg101 binding; active = well fitted inhibition curve with a large enough effect in the main read-out, with a control signal flat, not every such curve was filed as active; inconclusive = small, poorly fitted or top-dose-only effect, or effect the other way, or a change in a side signal; inactive = no such curve, though single readings can be large or run the other way; note: potency is the fitted concentration of half-maximal effect; % of control where 0% means no effect
Target sequence (Q99816 whole entry, looked up): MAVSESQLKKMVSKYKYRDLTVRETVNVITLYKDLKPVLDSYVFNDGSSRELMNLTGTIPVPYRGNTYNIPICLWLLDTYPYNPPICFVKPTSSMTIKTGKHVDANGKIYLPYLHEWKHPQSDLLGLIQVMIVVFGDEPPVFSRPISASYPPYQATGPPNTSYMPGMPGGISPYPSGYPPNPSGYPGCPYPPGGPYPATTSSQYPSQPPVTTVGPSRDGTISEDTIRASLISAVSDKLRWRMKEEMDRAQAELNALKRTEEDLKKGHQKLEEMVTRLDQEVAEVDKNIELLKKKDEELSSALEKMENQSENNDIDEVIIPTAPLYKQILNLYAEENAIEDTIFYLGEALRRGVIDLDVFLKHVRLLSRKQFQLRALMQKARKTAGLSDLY
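Fluorescence anisotropy tracks displacement of a FITC-tagged PTAP peptide (50 nM) from the Tsg101 binding domain (10 uM), following a 20 min room-temperature incubation at pH 7.5.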
ASM inhibitor: human S-ASM enzyme inhibition; 340,000 compounds, 0.006% hits; Potency, µM (highest dose often 57.5 µM), for inactives: at the top dose activity change, negative = inhibition, most hits filed as inhibitors; P17405; AID 504937; placental ASM, HMU-PC fluorogenic substrate, 60 min; note: potency is the fitted concentration of half-maximal effect
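HMU-PC0 cleavage (9 uM final) by human placental ASM, 60 min at 37 °C following 10 min compound exposure at RT; stopped at pH 10, fluorescence Ex 386/Em 447 nm.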
TRPV1 ag: agonists of human vanilloid receptor 1 (TRPV1) | Q8NER1 | TRPV1-expressing cells, Fluo-8 calcium influx, agonist mode | activation, % at 8.33 µM | 320,000 compounds, 0.19% hits; in the data active = activation above about 80%; inconclusive = between about 30% and that limit; note: 0% is about no effect
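Fluo-8 calcium influx in TRPV1-expressing cells, kinetic read (ex 480/em 520 nm). Compound added and read 3 min for agonist activity, followed by capsaicin at EC20 final and 2 min further read for enhancement.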
uPA generation: cell surface uPA generation inhibition | cell surface uPA generation assay, qHTS | Potency, µM (titrated, usually from 38.3 µM), for the others: at the top dose activity change, negative = inhibition, usual class: inhibitors | 330,000 compounds, 0.31% hits; active = well fitted inhibition curve with a large enough effect; inconclusive = small, poorly fitted or top-dose-only effect; inactive = no such curve, though single readings can be large or run the other way; tested in mouse RAW 264.7 cells; note: potency is the fitted concentration of half-maximal effect; % is set by controls: 0 for no effect and ±100 for the full control effect; nearly all actives have a fitted effect of over 55% in size
Integrin act MD: integrin-mediated muscular dystrophy alleviation activation. alpha7betagal myoblasts, beta-gal FDG fluorescence, 48 h. Potency, µM (highest dose often 38.3 µM), inactives show at the highest dose activation, usual class: activators. 350,000 compounds, 0.064% hits. AID 624291;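 note: potency is the fitted concentration of half-maximal effect; 100% = response of the positive control SU9516; nearly all actives have a fitted effect of over 60% in size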
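alpha7betagal+/- myoblasts (passage 13, 250/well) treated 48 h at 37C with compounds at 1:260 dilution of DMSO stock. Lysed, then beta-galactosidase activity read as FDG fluorescence (ex 480/em 540) after 30 min, with pre-read for autofluorescence.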
p53 reactivation: mutant p53 re-activation in reporter cells; H1299 p53-A138V BP100-luciferase reporter, luminescence, 24 h; Potency, µM (doses to about 92.2 µM), inactives show top-dose activity change, positive = activation, hits mostly activators; 320,000 compounds, 0.063% hits; note: potency is the fitted concentration of half-maximal effect; % of control where 0% means no effect; nearly all actives have a fitted effect of over 45% in size
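H1299 (p53-null), stable ts p53-A138V + BP100-Luc; 1000 cells/well, Opti-MEM/10% FBS; cpd 4 pt, 1:5; 24 h, 37 deg C, 5% CO2; detection reagent 10 min RT; luminescence.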
The depositor's hits bear a star; ? = inconclusive; nt = not tested or not shown; & = joins results of further samples; [ ] = another dose, or the depositor's remark. Unless noted, calls come from the whole dose curve; as a rule, active = well fitted curve in the direction sought with a large enough effect; inconclusive = small, poorly fitted or top-dose-only effect, or another doubt; inactive = no such curve, though single readings can be large; an effect the other way counts as inactive or inconclusive.

SMILES	ELG1 genotox	BRCA1 expr up	USP2a inh	Eya2 inh	B2AR arrestin	PTAP TSG101 blk	ASM inhibitor	TRPV1 ag	uPA generation	Integrin act MD	p53 reactivation
COc1ccc(CNC(=O)OCCN2CCN(Cc3ccccc3)CCC2=O)cc1	5%	-3%	-2%	0%	-1.4%	1%	1%	0	-2%	9%	-1%
O=C(Cn1c(NCCO)nc2ccccc21)c1ccc([N+](=O)[O-])cc1	-5%	-3%	3%	5%	-0.1%	-3%	-2%	-3	-2%	-7%	0%
CC1CCCCC12NC(=O)N(CC(=O)c1ccc3c(c1)OCO3)C2=O (stereo not drawn)	1%	32%	-2%	-28%	0.1%	0%	1%	4	3%	1%	4%
COC(=O)c1ccccc1C(=O)N1CCC(CCC(=O)NC2CC2)CC1	0%	-1%	3%	11%	-0.1%	4%	5%	-2	4%	-3%	2%
COC(CNC(=O)C(=O)NCC1CCCN1S(=O)(=O)c1cccs1)OC (stereo not drawn)	-4%	14%	1%	6%	-0.3%	0%	4%	2	10%	17%	3%
CCOc1cc(S(=O)(=O)N(CC)CC)ccc1Cl	1%	-9%	7%	0%	-0.3%	-7%	1%	10	-1%	9%	-3%
CC(NC(=O)c1ccccc1Br)c1ccc2c(c1)CCCC2 (stereo not drawn)	-6%	-2%	3%	-8%	0.0%	-1%	-4%	12	nt	-48%[inhibitor]	-1%
O=C1NC(=O)N(c2ccccc2)C1=O	-1%	-4%	1%	-11%	0.7%	-1%	3%	0	2%	-25%	4%
COc1ccc(C2OC(=O)C(C)(C)C(=O)C2(C)C)cc1OC (stereo not drawn)	-1%	-1%	3%	?	0.2%	-6%	6%	3	10%	4%	-4%
CC1(C)Cc2c(cnn2-c2ccc(F)cc2)C(NC(=O)Cn2cncn2)C1 (stereo not drawn)	2%	-12%	2%	-10%	0.5%	0%	6%	-2	2%	-4%	5%
c1cncc(-c2noc(-c3cccc4ccccc34)n2)c1	8.2µM*	20%	6%	-5%	-1.8%	-8%	-12%	-2	nt	-19%	?
Cc1cc(C)nc(N2CCCC(C(=O)NCCc3cccc(F)c3)C2)n1 (stereo not drawn)	7%	9%	-2%	9%	-0.1%	-7%	4%	1	nt	4%[7.66 µM]	0%
O=C(CCCn1c(=O)c2ccccc2n(CC(=O)N2CCN(c3ccccc3)CC2)c1=O)NCc1ccco1	-8%	-15%	-2%	-8%	0.3%	-9%	-2%	-3	2%	4%	-1%
COC(=O)c1ccc(N2C(=O)CC(N3CCN(C(=O)c4ccco4)CC3)C2=O)cc1 (stereo not drawn)	-3%	1%	-1%	12%	0.3%	-4%	5%	0	nt	-10%	13%
O=C(Nc1ccc2nc(-c3cccs3)[nH]c2c1)c1cccs1	6%	48%	1%	-18%	-0.6%	0%	-2%	-3	-15%	-6%	4%
CC(C)c1cc(C(=O)O)c2ccccc2n1	0%	12%	11%	-12%	-0.6%	0%	2%	-5	0%	18%	1%
COC(=O)c1ccc(NC(=O)CN2CCN(CC#N)CC2)cc1	1%	12%	3%	-13%	-0.3%	-2%	1%	-1	-1%	-3%	3%
COc1ccccc1N1CCN(C(=O)CCCC2=NS(=O)(=O)c3ccccc3N2)CC1	-5%	26%	2%	-3%	-0.6%	1%	3%	0	1%	3%	2%
O=C(NC1CCSC1)c1cccc(Cl)c1 (stereo not drawn)	1%	24%	-2%	-2%	-0.2%	-2%	4%	?	-1%	-13%	-1%
COc1cc(OC)c(OC)cc1CN1CCN(c2ccccc2OC)CC1	-1%	-33%	0%	1%	-0.4%	nt	-3%	-2	-10%	-5%	1%
Brc1ccccc1OCCN1CCCC1	nt	5%	nt	nt	nt	0%	1%	nt	1%	?	nt
Cc1ccc(S(=O)(=O)NNC(=O)C2CC=CCC2C(=O)O)cc1 (stereo not drawn)	2%	-5%	2%	8%	0.8%	1%	2%	-1	-1%	6%	4%
O=[N+]([O-])c1ccc(/C=C2\CCC(C3=CCCC3)=C2N2CCOCC2)cc1	?	5%	-2%	6%	?	-2%	-1%	0	-15%	-29%	-17%
CS(=O)(=O)N(CC(=O)Nc1ccccc1F)C1CCCCC1	-4%	-10%	0%	-3%	-0.4%	-6%	2%	0	18%	2%	11%
CCOC(=O)c1ccc(NC(=S)N(CCN(C)C)C(C)c2ccncc2)cc1 (stereo not drawn)	-3%	-7%	1%	-29%	-0.4%	-1%	1%	4	-1%	-20%	-3%

The closing 2 entries of the part before are carried over, then new ones follow:
SMILES	ELG1 genotox	BRCA1 expr up	USP2a inh	Eya2 inh	B2AR arrestin	PTAP TSG101 blk	ASM inhibitor	TRPV1 ag	uPA generation	Integrin act MD	p53 reactivation
CS(=O)(=O)N(CC(=O)Nc1ccccc1F)C1CCCCC1	-4%	-10%	0%	-3%	-0.4%	-6%	2%	0	18%	2%	11%
CCOC(=O)c1ccc(NC(=S)N(CCN(C)C)C(C)c2ccncc2)cc1 (stereo not drawn)	-3%	-7%	1%	-29%	-0.4%	-1%	1%	4	-1%	-20%	-3%
Cc1cn(C2OC[C@@H](O)[C@@H]2CO)c(=O)[nH]c1=O (stereo partly drawn)	3%	1%	2%	6%	0.7%	0%	3%	-1	29%	0%	-4%
CCOCCCNS(=O)(=O)c1ccc2c(c1)CCN2C(C)=O	-3%	-8%	-1%	3%	-0.4%	-3%	0%	-2	1%	-9%	1%
O=C(CN1C(=O)NC2(CCOc3ccccc32)C1=O)Nc1ccc(Br)cc1F (stereo not drawn)	2%	-3%	4%	2%	0.1%	-7%	-9%	16	-2%	-17%	-6%
CCN(CC)CCN(C(=O)c1ccc2ccccc2c1)c1nc2ccc(OC)cc2s1	-5%	14%	-1%	?	0.5%	-3%	-12%	-1	-3%	20%	-8%
COc1ccc(C)cc1S(=O)(=O)N1CCN(C(=O)c2ncoc2-c2ccc(C)cc2)CC1	-4%	-5%	0%	8%	0.0%	-3%	-1%[11.5 µM]	-4	1%	2%	-2%
Cc1ccc2oc(-c3ccco3)nc2c1	?	46%&22%	0%	-6%	-0.9%	-5%	2%	9	-5%	20%	21%
CCOCCCNC(=O)CN1C(=O)COc2ccc(S(=O)(=O)N3CCC(C)CC3)cc21	0%	-2%	-5%	-4%	0.2%	-6%	3%	4	?	-10%	-3%
O=C(COc1ccccc1[N+](=O)[O-])N(Cc1ccco1)C1CCS(=O)(=O)C1 (stereo not drawn)	0%	-9%	5%	2%	0.2%	-4%	-2%	-2	-13%	19%	5%
Cc1ccc(NC(=O)CCS(=O)(=O)c2ccccc2)cc1S(=O)(=O)N1CCOCC1	-1%	-2%	-7%	4%	0.1%	-1%	-4%	4	-4%	3%	1%
Cc1ccnc2nc(C(=O)NCCc3ccc(F)cc3)nn12	-6%	21%	1%	13%	0.5%	-5%	-5%	-1	4%	12%	0%
COC(=O)c1ccc(Nc2nnc(-c3ccc(C)c(S(=O)(=O)NCC4CCCO4)c3)c3ccccc23)cc1 (stereo not drawn)	-6%	-8%	4%	-13%	-0.7%	-1%	78%[activator]	2	-15%	-18%	-4%
CCCCCCCCC(=O)Nc1cc(C)ccc1OC	-2%	7%	3%	-30%	-0.2%	-2%	1%	4	1%	-8%	6%
c1ccc(CSc2ccc3nnc(-c4ccccn4)n3n2)cc1	0%	-37%	-5%	-5%	0.1%	-1%	0%	6	-2%	-10%	0%
CCN(CC)c1nc(C#N)cc(-c2ccc(OC)cc2)n1	-3%	-68%	2%	-15%	-0.1%	-1%	64%[activator]	-1	-14%	9%	-5%
CCOC(=O)C1(CC2CCCCO2)CCN(C(=O)Nc2ccccc2)CC1 (stereo not drawn)	-1%	14%	-3%	8%	-0.6%	-1%	-2%	0	-1%	11%	4%
O=C(Nc1ccc(N2CCOCC2)cc1)c1ccc([N+](=O)[O-])cc1	6%	55%	-1%	-18%	-1.0%	-1%	-2%	29	2%	2%	12%
C=CCNC(=O)C(=O)NN=C1CCN(C)CC1	-2%	6%	2%	2%	-0.2%	-7%	6%	-1	2%	0%	2%
Cc1ccc(S(=O)(=O)/C(C#N)=C/c2c(Oc3ccc(Cl)cc3)nc3c(C)cccn3c2=O)cc1	-6%	nt	3%	6%	-0.8%	nt	nt	2	nt	nt	0%
COC(/C=C/Nc1ccc(Cl)cc1)=C(C#N)C#N	0%	-21%	-1%	-1%	-0.1%	-5%	9%	2	40%[activator]	-27%	-8%
O=C(CSc1nnnn1Cc1ccccc1)c1ccccc1F	14%	35%	2%	-1%	-0.1%	-4%	1%	0	11%	-36%	3%

Screens: PubChem, National Center for Advancing Translational Sciences (NCATS)

The order is random. About 2.6% of those tested had a hit in this group.
